# Assay outcomes: PubChem, Broad Institute
# FN deposition inh = fibronectin deposition inhibition; 350,000 tested, 0.086% active; AH1F fibroblasts, Alexa488-fibronectin deposition fluorescence, overnight; inhibition, % at 12.6 µM;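 active means mean inhibition across replicates of 30% or more, regardless of how many single replicates reach that level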;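 further: positive control wells lacked labelled fibronectin entirely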
#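 material = AH1F fibroblast monolayer depositing Alexa488-labelled fibronectin into matrix | amount = 10000 AH1F cells/well | buffer or medium = DMEM plus 2% serum, read in PBS | incubation = 1 h cell adhesion before compound, then overnight fibronectin incubation | detection = fluorescence at 485 nm excitation, 525 nm emission | evaluation = percent inhibition as loss of matrix-bound fibronectin fluorescence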
# PglD DTNB = PglD (C. jejuni) enzyme inhibition | AID 602405 | 360,000 tested, 0.098% active | purified PglD enzyme, DTNB colorimetric CoA detection | inhibition, % at 12.5 µM; in the data active means inhibition above about 16%, passing the limit was not always enough; further: strong numbers were not always called active
# PAX8 inh HTS = inhibitors of PAX8 transcriptional activity in RMG-I cells | AID 652154 | inhibition, % at 12.6 µM | RMG-I TPO-luciferase reporter, SteadyGlo, 24 h | 360,000 tested, 1.2% active;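 active means mean replicate inhibition at least 60% with every replicate also reaching 60%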;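 further: luciferase light reporting Pax8 driven TPO promoter activity; plate controls were median of neutral control wells for no effect and mitoxantrone controls for full effect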
# LGR2 antag = Drosophila LGR2 receptor signaling inhibition; HEK293 LGR2, CRE-luciferase, bursicon-stimulated, 4 h; AID 720647; 380,000 tested, 0.35% active; inhibition, % at 9.99 µM;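 active means drop in luminescence signal, shown as inhibition above about 50% in the replicate tests, limit read from the data, passing the limit was not always enough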;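 further: agonist challenge used bursicon conditioned medium at about half maximal strength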
# EWS-Fli block = inhibitors of EWS/Fli oncoprotein transcriptional activity; 350,000 tested, 0.67% active; inhibition, % at 12.6 µM; A673 NR0B1-luciferase reporter, viability-normalised;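 active means mean inhibition of at least 50% after viability correction, with every replicate also passing that limit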;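 further: firefly luciferase signal divided by Alamar Blue viability fluorescence both relative to DMSO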
# S100A4 MyoIIA = inhibitors of human S100A4 binding to myosin IIA peptide; P26447; S100A4/TAMRA-MyoIIA peptide fluorescence polarization; inhibition, % at 10.7 µM; 360,000 tested, 0.14% active; AID 652163;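 active means mean inhibition of at least 70% across replicates, with every replicate also reaching that level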
# Target sequence (P26447 whole entry, looked up): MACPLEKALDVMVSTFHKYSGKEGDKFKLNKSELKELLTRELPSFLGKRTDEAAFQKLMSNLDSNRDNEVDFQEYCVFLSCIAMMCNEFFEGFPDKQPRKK
#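 Assay system: human S100A4 monomer with TAMRA-labelled myosin IIA peptide / Buffer or medium: Calcium-containing HEPES buffer, pH 7.2 / Reagent: TAMRA-labelled myosin IIA heavy-chain peptide probe, 5 nM / Compound: one dose per compound / Timing: polarization read 5 min after assay mix addition, stable 5–60 min / Benchmarks: neutral control DMSO, positive control TFP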
# PGC1a acetyl inh = lowers PGC1a acetylation signal in U2OS cells; AlphaScreen anti-acetyl-lysine; with virally co-expressed GCN5 acetyltransferase; inhibition, % at 15.6 µM; 350,000 tested, 0.17% active;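 active means every replicate shows inhibition of at least 40%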;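 further: 0% = neutral control wells and 100% = positive control wells; some results beyond the cut were filed as inactive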
# ERAP1 inh = inhibitors of human ERAP1 aminopeptidase | Q9NZ08 | recombinant ERAP1, Leu-AMC fluorescence, 60 min | inhibition, % at 10.7 µM | 340,000 tested, 0.15% active | AID 652197;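 active means mean replicate inhibition of at least 30%, or all replicates individually reaching that 30% level; inactive means mean below 30% and not every replicate reaching it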;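 further: 0% = neutral control wells and 100% = L-leucinethiol positive control wells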
# Target sequence (Q9NZ08 whole entry, looked up): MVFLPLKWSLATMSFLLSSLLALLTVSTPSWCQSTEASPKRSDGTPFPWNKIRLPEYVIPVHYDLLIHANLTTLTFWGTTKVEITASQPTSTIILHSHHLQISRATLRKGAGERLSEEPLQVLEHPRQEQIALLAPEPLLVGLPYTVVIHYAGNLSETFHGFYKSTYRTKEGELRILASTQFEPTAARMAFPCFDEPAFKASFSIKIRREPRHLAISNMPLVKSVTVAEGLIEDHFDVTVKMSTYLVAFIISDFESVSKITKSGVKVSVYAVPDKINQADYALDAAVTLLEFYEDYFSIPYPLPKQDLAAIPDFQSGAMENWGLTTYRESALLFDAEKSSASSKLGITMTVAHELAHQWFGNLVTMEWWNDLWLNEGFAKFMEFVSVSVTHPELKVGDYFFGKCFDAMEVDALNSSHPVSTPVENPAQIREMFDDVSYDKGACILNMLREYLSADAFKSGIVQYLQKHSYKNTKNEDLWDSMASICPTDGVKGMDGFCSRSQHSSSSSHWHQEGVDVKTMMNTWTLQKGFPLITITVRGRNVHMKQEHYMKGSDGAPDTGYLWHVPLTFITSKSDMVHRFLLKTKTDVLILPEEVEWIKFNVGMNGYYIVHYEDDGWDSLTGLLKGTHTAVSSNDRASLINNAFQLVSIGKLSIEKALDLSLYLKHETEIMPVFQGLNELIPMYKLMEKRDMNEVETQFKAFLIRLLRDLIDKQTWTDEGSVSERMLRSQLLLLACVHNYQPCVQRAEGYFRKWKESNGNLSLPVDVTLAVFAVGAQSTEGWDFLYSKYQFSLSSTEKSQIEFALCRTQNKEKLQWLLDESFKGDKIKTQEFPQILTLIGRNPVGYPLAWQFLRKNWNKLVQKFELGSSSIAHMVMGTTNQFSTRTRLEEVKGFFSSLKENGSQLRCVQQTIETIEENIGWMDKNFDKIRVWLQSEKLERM
# Active calls of the source: *; x = no result given.
SMILES,FN deposition inh,PglD DTNB,PAX8 inh HTS,LGR2 antag,EWS-Fli block,S100A4 MyoIIA,PGC1a acetyl inh,ERAP1 inh
CCCC(c1nnnn1Cc1ccc(OC)cc1)N1CCN(C(=O)c2ccco2)CC1 (centres undefined),-3,12,-3,1,2,-1,4,3
COc1cccc(N2CCN(C(=O)CN(C)S(=O)(=O)c3ccc4c(c3)c(=O)n(C)c(=O)n4C)CC2)c1,-1,x,15,5,0,-25,x,-2
CCc1ccc2c(F)cccc2n1,-13,-5,13,-12,-4,14,4,-1
O=C1CC2(CCCCC2)Oc2ccc(Cl)cc21,-8,0,-14,-8,0,-3,x,0
CCCN=C1NC(=O)C(CC(=O)NCCc2ccccc2)S1 (centres undefined),-6,x,-5,-14,1,0,6,7
CC(C)C(=O)NC(=S)Nc1ccc(S(=O)(=O)N(C)C)cc1,5,x,-3,-9,-4,1,x,0
CC(C)C#Cc1cnc2c(c1)C(=O)N([C@@H](C)CO)C[C@@H](C)[C@H](CN(C)C(=O)c1cccc(F)c1)O2,-23,-2,x,9,-19,-1,-7,1
Oc1ccc(N=Nc2ccc3c(c2)OCCO3)c2cccnc12,8,x,59,-41,23,-5,4,-2
O=C(O)c1ccc(/C=N/NC(=O)C(O)(c2ccccc2)c2ccccc2)cc1,5,8,-32,8,0,0,6,-6
CC(C)c1nnc(NC(=O)C2CCN(S(=O)(=O)c3ccc(-n4cnnn4)cc3)CC2)s1,17,0,8,0,1,-1,x,13
CC(C)c1ccc(S(=O)(=O)N2CCN(C(=O)[C@@H]3CCCN3C(=O)c3cccs3)CC2)cc1,x,x,-18,7,-2,-1,x,3
CC(C)C[C@H]1CN(CCCC[C@@H]2CNC(=O)C(=O)N2CC2CCCCC2)C(=O)C(=O)N1Cc1ccccc1,-5,x,-17,-1,12,-5,x,-5
COC(=O)c1cc(C(=O)c2c(C)cc3ccccn23)cc([N+](=O)[O-])c1,2,-6,9,-2,3,-2,6,0
CCn1cc(C(=O)NC(=S)Nc2ccccc2[N+](=O)[O-])cn1,x,1,-53,-15,x,0,-1,2
Cc1ccc(-n2c(=O)c3ccc(C(=O)NCc4ccco4)cc3n(Cc3ccccc3C#N)c2=O)cc1,2,x,76*,-2,6,14,x,-1

# Random excerpt: two compounds from above, in no set order.
SMILES,FN deposition inh,PglD DTNB,PAX8 inh HTS,LGR2 antag,EWS-Fli block,S100A4 MyoIIA,PGC1a acetyl inh,ERAP1 inh
Cc1ccc(-n2c(=O)c3ccc(C(=O)NCc4ccco4)cc3n(Cc3ccccc3C#N)c2=O)cc1,2,x,76*,-2,6,14,x,-1
CCc1ccc2c(F)cccc2n1,-13,-5,13,-12,-4,14,4,-1

# Back to the main list with the six entries that preceded the break.
SMILES,FN deposition inh,PglD DTNB,PAX8 inh HTS,LGR2 antag,EWS-Fli block,S100A4 MyoIIA,PGC1a acetyl inh,ERAP1 inh
CC(C)c1nnc(NC(=O)C2CCN(S(=O)(=O)c3ccc(-n4cnnn4)cc3)CC2)s1,17,0,8,0,1,-1,x,13
CC(C)c1ccc(S(=O)(=O)N2CCN(C(=O)[C@@H]3CCCN3C(=O)c3cccs3)CC2)cc1,x,x,-18,7,-2,-1,x,3
CC(C)C[C@H]1CN(CCCC[C@@H]2CNC(=O)C(=O)N2CC2CCCCC2)C(=O)C(=O)N1Cc1ccccc1,-5,x,-17,-1,12,-5,x,-5
COC(=O)c1cc(C(=O)c2c(C)cc3ccccn23)cc([N+](=O)[O-])c1,2,-6,9,-2,3,-2,6,0
CCn1cc(C(=O)NC(=S)Nc2ccccc2[N+](=O)[O-])cn1,x,1,-53,-15,x,0,-1,2
Cc1ccc(-n2c(=O)c3ccc(C(=O)NCc4ccco4)cc3n(Cc3ccccc3C#N)c2=O)cc1,2,x,76*,-2,6,14,x,-1
Cc1nn(C)c(Cl)c1CN1CCC(n2nccc2NC(=O)C2CCCC2)CC1,1,-6,5,-21,-3,-5,4,-1
CCCC#Cc1ccc([C@H]2[C@@H](CO)N3CCCCN(S(=O)(=O)c4ccccc4C)C[C@@H]23)cc1,x,-1,1,-4,-5,6,-11,1
O=C(CCc1ccccc1)NNC(=S)Nc1ccc(F)cc1,3,5,0,-12,-3,-10,x,-8
CC(=O)Nc1ccc2c(c1)C(=O)N(C)[C@H]1CC[C@@H](CC(=O)NCc3ccc(F)cc3)O[C@H]1CO2,-8,0,4,-14,-4,8,-1,2
Cc1ccc(-c2nn(-c3ccccc3)cc2C(=O)NCC(c2cccs2)N2CCOCC2)cc1 (centres undefined),3,x,-2,4,-6,-3,x,-3
Cc1cc(NC(=O)CSCC(=O)OC(C)C(=O)N(C)Cc2ccccc2)no1 (centres undefined),-1,-3,5,-1,1,0,0,4
CO[C@@H]1CN(C)C(=O)c2ccc(NC(=O)Nc3c(C)noc3C)cc2OC[C@@H](C)N(C)C[C@H]1C,x,1,x,9,-9,-16,-3,1
O=C(COC(=O)CCNS(=O)(=O)c1cccs1)Nc1cc(C(F)(F)F)ccc1Cl,x,-1,1,-5,-6,0,-1,0
COc1ccc(NC2=NCCCCC2)cc1,1,3,-17,5,6,-1,-13,-1
CCCN(CC(=O)Nc1ccc(F)c(F)c1F)C(=O)CN1C(=O)NC2(CCCCC2)C1=O,3,-3,-9,-4,5,0,-13,1
O=C(Nc1ccc2c(c1)OCO2)c1cc(C2CCCCN2C(=O)c2ccc3ccccc3c2)on1 (centres undefined),2,-3,-11,13,10,2,-1,-4
CCCC(O)(c1ccc(Cl)cc1)C(CN1CCOCC1)c1ccc(Cl)cc1 (centres undefined),2,1,-3,3,6,2,10,-2
Cc1ccc(S(=O)(=O)N[C@H]2CC[C@H](CC(=O)NCc3ccncn3)O[C@@H]2CO)cc1,-2,0,-1,22,8,-13,4,0
CO[C@H]1CN(C)C(=O)c2ccc(NC(=O)Cc3ccccc3)cc2OC[C@H](C)NC[C@H]1C,-1,0,6,1,0,7,-3,0
O=C(O)c1ccc(NC(=O)c2cn(-c3ccccc3)nc2-c2ccc(F)cc2)cc1,3,1,-58,-8,-16,-3,4,-6
COC(=O)c1cn(C(=O)c2ccccc2F)nc1N,x,-1,x,15,-1,1,-14,4
CC1=CCC2C(=O)N(c3ccc(C)c(Br)c3)C(=O)C2C1 (centres undefined),7,0,-11,-6,1,-2,8,1
CCOc1ccccc1NC(=O)CNC(=O)CNC(=O)Cc1ccccc1,-4,-2,x,-13,x,0,1,-3
O=C(CSc1nnc(Cc2ccccc2)n1-c1ccc(F)cc1)N1CCOCC1,x,1,x,-2,-4,2,-7,0
CCc1nnc(NC(=O)COc2ccc3c(c2)OCO3)s1,20,x,-26,6,3,0,x,-2
C[C@H](CO)N1C[C@H](C)[C@H](CN(C)Cc2ccccc2)Oc2ncc(-c3cncnc3)cc2C1=O,-15,0,-4,-13,-2,2,1,1
CC(=O)N1CCN(C(=O)c2cc(C)nc3ccccc23)CC1,-2,x,5,1,5,-1,x,-2
Nc1c(Cl)cc(C(=O)NC2CC2)cc1Cl,12,0,-21,4,3,-16,6,-3
COCC(=O)N1[C@H](CO)[C@@H](c2ccccc2)C12CN(C(=O)c1ccccc1)C2,2,x,2,13,0,2,0,2
CCOc1ccc(CNC(=O)CCCc2cn(C)c3ccccc23)cc1OC,-3,-2,23,6,1,2,-14,3
Cc1c(C#N)c2ccccc2n1CC(=O)O,9,5,10,1,x,0,1,6
COc1cc(/C=C(/C#N)c2ccc(F)cc2)ccc1Oc1ccc([N+](=O)[O-])cn1,5,x,27,31,8,9,x,2
COc1cccc2oc3cc(C#Cc4ccccn4)ccc3c(=O)c12,24,x,-201,-36,-111,0,x,-1
Cc1ccc(NC(=O)N2CCCC2C(=O)Nc2ccc3c(c2)OCCO3)cc1 (centres undefined),7,4,2,9,-11,-2,x,-1
COc1ccc(NC(=O)CS(=O)(=O)c2ccccc2)cc1,1,-1,-13,-15,-22,3,4,-1

# Copied from the list:
# Cc1ccc(NC(=O)N2CCCC2C(=O)Nc2ccc3c(c2)OCCO3)cc1 (centres undefined) in ERAP1 inh shows -1
# COC(=O)c1cn(C(=O)c2ccccc2F)nc1N in PglD DTNB shows -1
# COCC(=O)N1[C@H](CO)[C@@H](c2ccccc2)C12CN(C(=O)c1ccccc1)C2 in LGR2 antag shows 13

# The list continues:
SMILES,FN deposition inh,PglD DTNB,PAX8 inh HTS,LGR2 antag,EWS-Fli block,S100A4 MyoIIA,PGC1a acetyl inh,ERAP1 inh
COCCCNC(=O)CNC(=O)c1nn(-c2ccc(OC)c(Cl)c2)c(=O)c2ccccc12,-3,x,23,4,-3,7,x,4
CSc1ccccc1OCc1cc(C(=O)N2CCN(C)C(c3ccccc3)C2)no1 (centres undefined),9,7,-48,19,-25,-5,x,-1
O=C(CSc1nc2ccc(NC(=O)c3ccccc3C(=O)O)cc2s1)Nc1ccc(F)c([N+](=O)[O-])c1,10,1,-23,8,3,-1,x,0
CN(C)C(CNC(=O)CSc1nc2sc3c(c2c(=O)n1C)CCC3)c1ccccc1 (centres undefined),-4,x,-4,2,5,3,x,0
Cc1ccc(S(=O)(=O)N(C)C[C@@H]2OCCCC[C@@H](C)Oc3ccc(NC(=O)Nc4ccccc4)cc3C(=O)N([C@@H](C)CO)C[C@H]2C)cc1,9,0,x,-43,21,-8,-24,2
CCCCCCN1C[C@@H](O)[C@H](n2cc(-c3ccc(F)cc3)nn2)C[C@@H]1c1ccc(C)cc1,-9,3,-31,5,1,-6,-1,1
CCc1nnc(NC(=O)CSc2nnc(Cc3cc(=O)[nH]c(=O)[nH]3)n2-c2ccc(OC)cc2)s1,2,3,16,0,5,1,x,5
C[C@@H]1CN([C@H](C)CO)C(=O)c2cccc(NC(=O)C3CC3)c2O[C@H]1CN(C)C(=O)Nc1ccc2c(c1)OCO2,x,2,x,-27,-6,-13,2,1

# Only ERAP1 inh, LGR2 antag and S100A4 MyoIIA (4 entries from above):
Molecule	ERAP1 inh	LGR2 antag	S100A4 MyoIIA
O=C(CSc1nc2ccc(NC(=O)c3ccccc3C(=O)O)cc2s1)Nc1ccc(F)c([N+](=O)[O-])c1	0	8	-1
C[C@@H]1CN([C@H](C)CO)C(=O)c2cccc(NC(=O)C3CC3)c2O[C@H]1CN(C)C(=O)Nc1ccc2c(c1)OCO2	1	-27	-13
CSc1ccccc1OCc1cc(C(=O)N2CCN(C)C(c3ccccc3)C2)no1 (centres undefined)	-1	19	-5
CN(C)C(CNC(=O)CSc1nc2sc3c(c2c(=O)n1C)CCC3)c1ccccc1 (centres undefined)	0	2	3

# The order is random, and some 2.1% of all compounds hit somewhere here.
